3T3 cytotox – Cytotoxic Profiling in NIH 3T3 Cell Line of Diverse Libraries Using Quantitative High-Throughput Screening; NIH 3T3 viability, CellTiter-Glo ATP luminescence, 48-72 h; Potency, µM (highest dose often 96.7 µM), inactives show at the top dose activity change, negative = cytotoxicity, usual class: inhibitors; 4.3% of 94,000 active; AID 1345082, 2018; also: potency is read from the fitted curve at half-maximal effect; nearly all actives have a fitted effect of over 55% in size
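Cytotoxicity is measured as loss of cellular ATP: NIH 3T3 cells (400/well) are exposed to compound for 48 or 72 hr at 37 °C, then CellTiter-Glo luminescence is imaged after 10 min at room temperature.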
IP6K1 inh – Primary qHTS assay for small molecule inhibitors of Inositol hexaphosphate kinase 1 (IP6K1). Inositol hexakisphosphate kinase 1 (Homo sapiens), Q92551. activity change, % (series mostly up to about 58 µM). IP6K1 kinase, ADP-Glo luminescence, 2 h; stronger effect = lower value. 0.81% of 140,000 active; in the data active = activity change below about -25%
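ADP-Glo luminescence measures ADP made by human IP6K1 during a 2 h RT reaction with ATP/IP6 (mix at 1.3 mM/130 uM); top library doses 57.5 and 19.1 uM final.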
HEK cytotox – Cytotoxic Profiling in HEK 293 Cell Line of Diverse Libraries Using Quantitative High-Throughput Screening | 6.6% of 94,000 active | AID 1345083, 2018 | Potency, µM (doses to about 115 µM), inactives show at the top dose activity change, negative = cytotoxicity, actives largely listed as inhibitors | HEK 293 viability, ATP luminescence (CellTiter-Glo), 48-72 h; also: potency is read from the fitted curve at half-maximal effect; nearly all actives have a fitted effect of over 60% in size
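250 HEK 293 cells/well; compound by pintool; incubated 48 or 72 hr at 37 degree Celsius; CellTiter-Glo added, 10 min RT, luminescence imaged.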
SNCA expr inh – Primary qHTS assay for inhibitors of alpha-synuclein gene (SNCA) expression. HEK-293 SNCA-luciferase knock-in, luminescence, 24 h. Potency, µM (series often up to 57.2 µM), without a hit: top-dose activity change, negative = inhibition, most hits filed as inhibitors. 0.17% of 140,000 active. AID 1671194, 2021;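 also: potency is read from the fitted curve at half-maximal effect; plate controls were DMSO cells for no effect and cell-free wells for full effect; nearly all actives have a fitted effect of over 45% in size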
Luciferase inh – Firefly luciferase inhibition profiling of diverse chemical library using quantitative high-throughput screening; purified P. pyralis luciferase, luminescence, biochemical; Potency, µM (series often up to 115 µM), for the others: at the top dose activity change, negative = inhibition, most hits filed as inhibitors; 2.5% of 76,000 active; AID 1347043, 2019; also: potency is read from the fitted curve at half-maximal effect; nearly all actives have a fitted effect of over 65% in size
Target sequence (P08659 whole entry, looked up): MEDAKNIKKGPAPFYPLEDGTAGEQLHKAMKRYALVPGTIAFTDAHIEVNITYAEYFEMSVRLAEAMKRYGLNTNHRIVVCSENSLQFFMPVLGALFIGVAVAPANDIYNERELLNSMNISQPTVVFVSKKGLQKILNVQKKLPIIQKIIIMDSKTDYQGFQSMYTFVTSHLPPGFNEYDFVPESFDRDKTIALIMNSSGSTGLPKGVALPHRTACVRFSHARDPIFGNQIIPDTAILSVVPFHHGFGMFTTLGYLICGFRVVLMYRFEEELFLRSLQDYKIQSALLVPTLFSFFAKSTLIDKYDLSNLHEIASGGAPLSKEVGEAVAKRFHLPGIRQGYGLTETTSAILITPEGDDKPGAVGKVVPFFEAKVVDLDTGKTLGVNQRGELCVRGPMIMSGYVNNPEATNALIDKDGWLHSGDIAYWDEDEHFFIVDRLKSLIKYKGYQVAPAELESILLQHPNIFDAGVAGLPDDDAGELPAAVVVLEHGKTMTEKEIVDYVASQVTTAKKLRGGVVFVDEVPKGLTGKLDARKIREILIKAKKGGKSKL
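Luminescence read by CCD imager after adding enzyme (10nM final) to wells holding compound, titrated in qHTS. Substrates 10uM each D-luciferin and ATP; buffer 50mM Tris acetate pH 7.5, 10mM Mg acetate, Tween-20, BSA.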
GPT2 inhibitor – Primary qHTS assay for inhibitors of Glutamate pyruvate transaminase 2 (GPT2); Alanine aminotransferase 2 (Homo sapiens), Q8TD30; Potency, µM (highest dose often 57.7 µM), inactives show at the highest dose activity change, negative = inhibition, most hits filed as inhibitors; 0.25% of 100,000 active; AID 1671188, 2021; Recombinant GPT2, coupled pyruvate oxidase/HRP Amplex Red fluorescence; also: potency is read from the fitted curve at half-maximal effect; nearly all actives have a fitted effect of over 60% in size; many of its hits are not listed in these tables
Target sequence (Q8TD30 whole entry, looked up): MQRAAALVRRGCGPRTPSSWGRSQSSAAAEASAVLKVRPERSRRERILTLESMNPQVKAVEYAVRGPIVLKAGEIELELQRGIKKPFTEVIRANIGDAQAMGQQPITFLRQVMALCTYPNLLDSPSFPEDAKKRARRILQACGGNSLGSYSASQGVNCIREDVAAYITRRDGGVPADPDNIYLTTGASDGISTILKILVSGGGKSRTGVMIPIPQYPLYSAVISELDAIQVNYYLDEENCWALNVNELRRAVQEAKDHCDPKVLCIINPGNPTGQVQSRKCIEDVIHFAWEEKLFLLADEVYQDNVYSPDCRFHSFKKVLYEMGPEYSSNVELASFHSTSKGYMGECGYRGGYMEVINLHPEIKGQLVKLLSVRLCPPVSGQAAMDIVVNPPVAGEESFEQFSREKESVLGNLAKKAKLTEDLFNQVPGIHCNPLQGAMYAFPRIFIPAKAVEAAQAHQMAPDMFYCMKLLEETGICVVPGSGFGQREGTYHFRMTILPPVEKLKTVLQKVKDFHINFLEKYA
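Fluorescence read-out: pyruvate from GPT2 turnover coupled to pyruvate oxidase, HRP and Amplex Red (0.2mM ThPP, 0.2U/mL PO and HRP, 50uM Amplex final). Substrates 250uM a-KG, 2mM L-alanine; enzyme 10ng/uL; 30 min RT.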
HEK293 viab – GF-AFC viability counterscreen for inhibitors of alpha-synuclein gene (SNCA) expression. Potency, µM (doses to about 57.1 µM), inactives show at the top dose activity change, negative = cytotoxicity, usual class: cytotoxic. HEK-293-SNCA-luc viability, GF-AFC fluorescence, 24 h. 0.12% of 150,000 active. AID 1671193, 2021;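 also: potency is read from the fitted curve at half-maximal effect; 0% = DMSO-treated cells and -100% = medium-only wells without cells; nearly all actives have a fitted effect of over 30% in size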
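HEK-293-SNCA-luc cells (1500/well) plated 24 h, then exposed 24 h to a dilution series; GF-AFC added 30 min at 37C, fluorescence 405/540 nm; normalised to medium-only and DMSO wells, Hill fit.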
Active calls of the source: *; i = inactive; u = inconclusive; x = no result given; [ ] = remark or other dose. Unless noted, calls follow the shape of the dose curve; as a rule, active = well fitted curve in the direction sought with a large enough effect; inconclusive = small, poorly fitted or top-dose-only effect, or another doubt; inactive = no such curve, though single readings can be large; an effect the other way counts as inactive or inconclusive. Unless noted, % is scaled to controls: 0 for no effect and ±100 for the full control effect.

Preview (10 entries):
Order of results: 3T3 cytotox, IP6K1 inh, HEK cytotox, SNCA expr inh, Luciferase inh, GPT2 inhibitor, HEK293 viab
1	COc1cccc(C(c2sc3nc(-c4ccco4)nn3c2O)N2CCN(c3ccccc3F)CC2)c1 (stereo not given)
  x, -2, x, 3%, x, x, 0%
2	CN(C)C[C@@H]1CN(Cc2ccccc2)C[C@H]1NC(=O)c1cccs1
  -28%, 0, u, -1%, x, i, 11%
3	Cc1ccc(Nc2cc(C)c(C#N)c3nc4ccccc4n23)c(C)c1
  x, 12, x, -15%, x, x, 6%
4	O=C(Cn1c(=O)nc(-c2ccccc2)c2ccccc21)NCc1ccccc1Cl
  x, -3, x, 108%[activator], x, x, 2%
5	O=C1NC2(CCN(Cc3ccccc3)CC2)Oc2ccccc21
  u, 11, u, 22%[87.6 µM], 0%[172 µM], u, 3%[87.6 µM]
6	Cc1noc(-c2cccc(OC3CN(C(=O)C4CCOC4)C3)c2)n1 (stereo not given)
  -14%, 2, 12%, 18%, 9%, i, 6%
7	COc1ccc(S(=O)(=O)N(CCc2ccccc2)CC(=O)Nc2cccc(OC)c2)cc1
  x, 3, x, -27%, x, x, 0%
8	COc1ccc(Cn2c(=O)c(C(=O)N3CCN(C(=O)c4ccccc4F)CC3)nc3cccnc32)cc1
  u, 8, -22%, 30%[activator], x, 3%, -3%
9	CCN(CC)C1CCOC2(CCN(C(=O)Nc3cccc(C)c3)CC2)C1 (stereo not given)
  -10%, -1, -7%, -10%, x, i, -13%
10	CCOC(=O)c1ccc(NC(=O)C(=O)NCc2ccco2)cc1
  x, 12, x, 7%, x, x, -8%

All compounds of this part, from the first entry:
Order of results: 3T3 cytotox, IP6K1 inh, HEK cytotox, SNCA expr inh, Luciferase inh, GPT2 inhibitor, HEK293 viab
1	COc1cccc(C(c2sc3nc(-c4ccco4)nn3c2O)N2CCN(c3ccccc3F)CC2)c1 (stereo not given)
  x, -2, x, 3%, x, x, 0%
2	CN(C)C[C@@H]1CN(Cc2ccccc2)C[C@H]1NC(=O)c1cccs1
  -28%, 0, u, -1%, x, i, 11%
3	Cc1ccc(Nc2cc(C)c(C#N)c3nc4ccccc4n23)c(C)c1
  x, 12, x, -15%, x, x, 6%
4	O=C(Cn1c(=O)nc(-c2ccccc2)c2ccccc21)NCc1ccccc1Cl
  x, -3, x, 108%[activator], x, x, 2%
5	O=C1NC2(CCN(Cc3ccccc3)CC2)Oc2ccccc21
  u, 11, u, 22%[87.6 µM], 0%[172 µM], u, 3%[87.6 µM]
6	Cc1noc(-c2cccc(OC3CN(C(=O)C4CCOC4)C3)c2)n1 (stereo not given)
  -14%, 2, 12%, 18%, 9%, i, 6%
7	COc1ccc(S(=O)(=O)N(CCc2ccccc2)CC(=O)Nc2cccc(OC)c2)cc1
  x, 3, x, -27%, x, x, 0%
8	COc1ccc(Cn2c(=O)c(C(=O)N3CCN(C(=O)c4ccccc4F)CC3)nc3cccnc32)cc1
  u, 8, -22%, 30%[activator], x, 3%, -3%
9	CCN(CC)C1CCOC2(CCN(C(=O)Nc3cccc(C)c3)CC2)C1 (stereo not given)
  -10%, -1, -7%, -10%, x, i, -13%
10	CCOC(=O)c1ccc(NC(=O)C(=O)NCc2ccco2)cc1
  x, 12, x, 7%, x, x, -8%
11	CNC(=O)C(C)N(C)C(=O)c1coc(CN2CCN(c3ccccc3F)CC2)n1 (stereo not given)
  1%, 5, i, -5%, 8%, i, -15%
12	O=S(=O)(c1ccc(F)cc1)N(CC(O)Cn1c2ccccc2c2ccccc21)c1ccccc1 (stereo not given)
  x, -4, x, u, x, x, u
13	COc1cccc(C(=O)NC2CCN(c3nc4ncccc4o3)C2)c1 (stereo not given)
  -16%[138 µM], 13, -8%[172 µM], -15%[87.6 µM], x, -6%[88.5 µM], -31%[87.6 µM]
14	Cc1ccc(/C=C/C(=O)Nc2ccc3nc(N4CCC(C)CC4)cc(C)c3c2)cc1
  x, 39, x, 6%, x, x, 1%
15	COc1ccccc1-c1ccc2ncc(Nc3ccccc3)n2n1
  u, 10, u, -16%[87.6 µM], -5%[172 µM], i, 1%[87.6 µM]
16	COc1ccc(C(=O)NCC(=O)N2CCCCCNC(=O)CC2c2ccccc2)cc1F (stereo not given)
  i, -4, 3%, 21%, 5%, 0%, -2%
17	CCN1C(=O)CCc2cc(NC(=O)c3ccn(CC)n3)ccc21
  u, 7, -27%, 60%[activator], u, -11%, 7%
18	COc1cccc(N2CC(NC(=O)Cc3cccs3)CC2=O)c1 (stereo not given)
  x, 1, x, 11%, x, x, -9%
19	O=C1NC(=NC2CCCCC2)C2(CCN(Cc3ccc(F)cc3)C2)N1c1cc(F)cc(F)c1 (stereo not given)
  32µM*, -8, u, u, x, -7%, u
20	COc1ccc([C@H]2C[C@@H](O)[C@@H](O)[C@@H]2NS(=O)(=O)c2ccccc2)cc1
  -5%[174 µM], 10, 2%[172 µM], 8%[87.6 µM], -9%[172 µM], 1%[88.5 µM], 3%[87.6 µM]
21	Cc1noc(C)c1C(=O)N1Cc2ccccc2CC2(CCN(CC3CCNC3)CC2)C1 (stereo not given)
  -6%, 9, -2%, 17%, x, i, 6%
22	COc1ccccc1CNC(=O)C1Cn2cccc2C(=O)N1Cc1cccnc1 (stereo not given)
  0%, -7, i, 16%, -3%, i, -2%
23	CCn1ncc(N2CCC(NC(=O)CC3CCCCC3)CC2)cc1=O
  -15%, 3, -16%, 15%, -9%, 0%, u
24	O=C(NCCC1CCN(C(=O)Nc2ccc(F)cc2)CC1)C1CCCC1
  -10%, 6, -24%, -10%, -6%, 2%, -3%
25	Cn1nccc1C(O)c1cc2n(n1)CCN(CC(=O)N1CCOCC1)C2 (stereo not given)
  -13%, -8, -14%, 9%, 6%, 2%, -1%
26	C[S+](=O)([O-])c1ccc(-c2cc3c(cn2)CN(CCc2ccccc2)CCN3)cc1
  u, 2, u, -2%[87.6 µM], u, i, -24%[87.6 µM]
27	C=C(C)CNC(=O)CC1COc2ccc(C(=O)NCCOC)cc2N1C (stereo not given)
  -4%, 1, -14%, 6%, 2%, i, -3%
28	COc1ccc(-c2noc(-c3nc(Cc4ccccc4)no3)n2)cc1
  i, 3, 8%, -13%, 1%, i, -3%
29	c1ccc(-c2cn3c(n2)CO[C@@H](CNCc2cccs2)C3)cc1
  -25%[138 µM], 1, u, 29%[87.6 µM], 5.6µM*, i, 5%[87.6 µM]
30	COC(=O)CO[C@@H]1CO[C@H]2[C@@H]1OC[C@@H]2NC(=S)Nc1cc(C)cc(C)c1
  -6%[138 µM], 24, -7%[172 µM], 16%[87.6 µM], 4%[172 µM], i, 7%[87.6 µM]

Next records follow:
Order of results: 3T3 cytotox, IP6K1 inh, HEK cytotox, SNCA expr inh, Luciferase inh, GPT2 inhibitor, HEK293 viab
31	COc1cccc(/C=C/c2nc(C#N)c(N(C)Cc3ccccc3)o2)c1
  x, 29, x, 60%[activator], x, x, u
32	O=S(=O)(c1ccccc1F)N1CC(n2cnnc2-c2ccccc2)C1
  u, 18, -28%, -25%, x, i, 4%
33	CC(C)(C)NCC(O)COc1cccc2c1CCC(=O)N2 (stereo not given)
  x, -3, x, 53%[25.6 µM], x, i, -15%[23.9 µM]
34	CCOc1ccc(NC(=O)CCC2CCCN(S(=O)(=O)c3cccc(F)c3)C2)cc1 (stereo not given)
  -22%, 19, 35µM*, -2%, x, i, -25%
35	COc1cccc(CC(=O)N[C@@H]2CN(Cc3ccccn3)C[C@H]2CN(C)C)c1
  i, 4, -11%, 3%, -1%, 4%, 0%
36	C=CCNC(=O)Cc1ccc(N(Cc2ccc(OC)cc2)C(=O)c2ccco2)cc1
  -29%, 5, u, -15%, -2%, -18%, 2%
37	COc1ccc(-c2cc(N3CCC(NC(=O)c4ccc(C)s4)CC3)n[nH]2)cc1
  -27%, 18, u, 40%[activator], -25%, i, -9%
38	O=C(c1ccc(F)cc1)N1CCCC(C(=O)N2CCC(c3nc4ccncc4[nH]3)CC2)C1 (stereo not given)
  -14%, 10, 0%, -4%, x, i, 5%
39	COCC(=O)NCCc1noc(-c2cccnc2)n1
  -10%, 2, 6%, -22%, -8%, i, -4%[12.5 µM]
40	COc1ccc(NC(=O)Nc2cccc(-c3ccc(N4CCC(C)CC4)nn3)c2)cc1OC
  u, 0, u, u, 0.1µM*, i, -4%
41	CC(=O)NCCC(=O)N1CCCCC1C(=O)Nc1ccc(-n2nc(C)cc2C)cc1 (stereo not given)
  -3%, 4, -9%, 2%, 0%, -45%, -2%
42	Cc1nc(NC(=O)Cn2nc3c(cc2=O)CCCC3)sc1C
  -20%, -1, -18%, 73%[activator], -6%, 4%, 0%
43	CC(C)(C)c1ccc(-c2nc(S(=O)(=O)c3ccccc3)c(N3CCOCC3)o2)cc1
  x, -11, x, u, x, x, -2%
44	COc1ccccc1N1CCN(CC[C@H]2CN(C(=O)Nc3ccccc3)CC[C@H]2CC(=O)O)CC1
  i, -1, -3%, -7%, -5%, -5%, -11%
45	Nc1c(Br)cc(Br)cc1CNC1CCC(O)CC1 (stereo not given)
  x, 61, x, x, x, 0%, 19%
46	Cn1nc(C2CCN(C(=O)[C@H]3CC(=O)NC(=O)N3)CC2)n(-c2ccccc2)c1=O
  u, -3, -2%, 25%, 8%, -15%, 4%
47	COc1cc(NC(=O)CSc2nc(-c3ccco3)cc(C(F)(F)F)n2)cc(OC)c1OC
  x, -1, x, -1%, x, x, 10%
48	COc1ccccc1C(=O)N1CCC(c2c[nH]c3ccccc23)(c2c[nH]c3ccccc23)CC1
  x, 10, x, -14%, x, x, -13%
49	CCn1c(CC2CCNCC2)nn(Cc2cc(C3CCCCC3)no2)c1=O
  -3%, 12, -20%, 9%, 3%, u, -9%
50	Cc1ccc(NC(=O)C2CCC(CNS(=O)(=O)c3cccc4nsnc34)CC2)c(C)c1 (stereo not given)
  x, -9, x, -5%, x, x, 7%
51	CN(C)[C@@H]1CO[C@H](CNS(=O)(=O)c2ccccc2)[C@H]1O
  i, 7, i, 3%[87.6 µM], -3%[172 µM], -9%[88.5 µM], -4%[87.6 µM]
52	O=C(NCCn1cc(SCc2ccc(Cl)cc2)c2ccccc21)c1cccs1
  x, 6, x, 4%, x, x, 2%
53	O=C(c1cc(-c2cc(Cl)cc(Cl)c2)c2cccn2n1)N1CCN(c2ncccn2)CC1
  u, -7, -24%, -22%, x, -12%, -2%

Bioassay records (PubChem BioAssay)

These rows are one share of the data; count on the stated rates, not on these rows.
